DENV2 CPE rescue: inhibitors of DENV2 cytopathic effect, primary screen, cell-based, plate reader, single concentration; CPE inhibition, % at 9.99 µM; DENV2-infected cells, cytopathic effect rescue; hit rate 1.7% among 350,000; in the data active = CPE inhibition above about 20%, passing the limit was not always enough; tested in BHK-21 cells;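 also: 0% = median of neutral control wells and 100% = median of positive control wells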
EWS-Fli inh: EWS/Fli-driven NR0B1 reporter inhibitors, primary screen, A673 cells, NR0B1 luciferase, luminescence, MLPCN library | viability-normalised | inhibition, % at 12.6 µM | hit rate 0.67% among 350,000;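 active = mean inhibition of at least 50% after viability correction, with every replicate also passing that limit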;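 also: firefly luciferase signal divided by Alamar Blue viability fluorescence both relative to DMSO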
CFTR F508del cor: F508del CFTR correction, initial screen, CFBE line, single point; CFBE cells, YFP halide quenching; stimulated with forskolin plus potentiator P3; % fluorescence drop versus neutral controls; activity (quench increase), % at 7.58 µM; hit rate 0.36% among 350,000;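 active = mean added fluorescence quench of at least 8% versus neutral control, with both replicates also reaching 8%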;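 also: cells transiently co-express mutant CFTR-F508del with the halide-sensitive YFP; corrector assay measuring rescue of mutant channel to the surface after 24 h compound exposure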
PAX8 inh HTS: inhibitors of PAX8-driven TPO luciferase reporter, primary screen, RMG-I cells, single concentration; hit rate 1.2% among 360,000; SteadyGlo, 24 h; inhibition, % at 12.6 µM; AID 652154, 2013;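 active = mean replicate inhibition at least 60% with every replicate also reaching 60%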;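 also: luciferase light reporting Pax8 driven TPO promoter activity; plate controls were median of neutral control wells for no effect and mitoxantrone controls for full effect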
ARNT-TACC3 inh: disruptors of ARNT/TACC3 protein interaction, primary screen, biochemical, AlphaScreen, single concentration; AlphaScreen His-ARNT PAS-B/GST-TACC3 binding, luminescence; TACC3 fragment carries E629A point mutation; inhibition, % at 9.99 µM; hit rate 0.66% among 390,000; AID 623870, 2012;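 active = mean inhibition of replicates at least 50% and at least half of replicates each reaching 50%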;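 also: 0% = complete ARNT plus TACC3 wells and 100% = ARNT alone without TACC3; many hits fall short of the cut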
INS-1E GSIS act: GLuc luminescence reporter in INS-1E cells, primary screen for activators of glucose-dependent secretion of insulin. activation, % at 16.6 µM. AID 743287, 2014. INS-1E GLuc reporter insulin secretion, 2-3 h. hit rate 0.61% among 370,000;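 active = lowest replicate activation of at least 40%, so every replicate reaches that level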;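 also: 0% = median of neutral control wells and 100% = median of IBMX positive control wells; some compounds called inactive have numbers as strong as hits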
XiGFP reactiv: activators of inactive X chromosome reactivation, primary screen, imaging, XiGFP fibroblasts, GFP high-content imaging, set 2 | AID 743238, 2013 | hit rate 0.055% among 360,000 | activation, % at 7.58 µM | XiGFP mouse fibroblasts, % GFP-positive cells imaging, 3 d; cells co-treated with 5-aza-dC sensitizer; scaled so ellipticine positive control = 100%;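 active = mean normalized replicate activation at least 10% and every replicate at or above 10%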;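 also: 0% = median of on-plate neutral control wells and 100% = ellipticine 6 µM median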
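Material: XiGFP fibroblasts, SV40-immortalized. Buffer or medium: DMEM plus 5-aza-dC sensitizer. Compound: single concentration per compound, delivered by pin transfer. Times: 3 days compound exposure. Controls: ellipticine 6 µM.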
ERp5 block: inhibitors of ERp5-driven insulin aggregation, primary screen, biochemical, turbidity, absorbance 650 nm, single point | inhibition, % at 9.99 µM | AID 651711, 2012 | hit rate 0.05% among 350,000 | 90 min;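 active = mean replicate inhibition above about 25%, with every replicate also reaching it, limit read from the data, passing the limit was not always enough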
Target sequence (Q15084 whole entry, looked up): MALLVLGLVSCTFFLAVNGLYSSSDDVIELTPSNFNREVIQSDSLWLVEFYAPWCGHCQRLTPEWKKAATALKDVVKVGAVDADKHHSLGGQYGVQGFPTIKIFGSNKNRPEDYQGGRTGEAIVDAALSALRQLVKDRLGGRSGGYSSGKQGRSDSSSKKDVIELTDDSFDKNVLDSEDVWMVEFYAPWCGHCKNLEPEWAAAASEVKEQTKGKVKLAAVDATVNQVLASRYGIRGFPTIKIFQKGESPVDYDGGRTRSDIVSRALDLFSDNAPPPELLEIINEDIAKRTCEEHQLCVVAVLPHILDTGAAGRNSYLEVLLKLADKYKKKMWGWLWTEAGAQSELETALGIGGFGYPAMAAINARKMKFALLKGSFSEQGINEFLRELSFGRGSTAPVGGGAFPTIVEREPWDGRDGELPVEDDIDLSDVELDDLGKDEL
* hit, by the source's call; x = no result given; & = joins results of further samples.

SMILES | DENV2 CPE rescue | EWS-Fli inh | CFTR F508del cor | PAX8 inh HTS | ARNT-TACC3 inh | INS-1E GSIS act | XiGFP reactiv | ERp5 block
CC1CCC(C(=O)NNC(=O)c2cc(-c3ccco3)[nH]n2)CC1 (stereo not drawn) | 0 | 3 | -0.8 | -5 | -1 | -10 | -0.1 | 1
O=C(NC12CC3CC(CC(C3)C1)C2)c1cncc(Br)c1 | 1 | -10 | 0.7 | -37 | -6 | -3 | 0.2 | 2
O=C(Cn1c(=O)oc2cc(S(=O)(=O)N3CCCC3)ccc21)NCc1ccc(F)cc1 | 5 | 6 | 1.8 | 8 | -4 | x | 0.0 | 2
C/C=C/c1ccc2c(c1)O[C@H](CN(C)S(C)(=O)=O)[C@H](C)CN([C@H](C)CO)S2(=O)=O | 15 | 1 | -0.1 | x | -8 | 19 | -0.3 | 10
CC(C(=O)NC1C=CS(=O)(=O)C1)N1C(=O)/C(=C\c2ccccc2)SC1=S (stereo not drawn) | -2 | -1 | 2.7 | -6 | 6 | 15 | -0.1 | 0
O=C(NCc1ccccc1)C(C1CC1)n1c(CSCCOc2ccccc2)nc2ccccc21 (stereo not drawn) | -1 | 5 | 3.4 | 17 | x | -12 | 1.3 | -4
COc1cccc(NC(=O)COC(=O)c2ccc3ccccc3n2)c1 | 2 | -3 | 0.3 | 22 | 1 | x | 0.4 | 14
CCCN1CCN(CCCNC(=O)Cn2ncc3c4ccccc4n(C)c3c2=O)CC1 | -9 | -3 | -3.9 | -10 | -4 | x | 0.0 | 4
COCCn1c(C)cc(C(=O)COc2cccnc2[N+](=O)[O-])c1C | 6 | 7 | 5.2 | -11 | 5 | 14 | 0.7 | -2
CCNC(=O)C[C@H]1CC[C@@H]2[C@H](COC[C@H](O)CN2C(=O)C2CCCC2)O1 | -8 | 3 | -4.8 | -14 | -10 | 5 | 0.0 | 5
NC(N)=NCCC[C@H](NC(=O)OCc1ccccc1)C(=O)O | 13 | 2 | -7.1 | 6 | x | 3 | 0.1 | -8
CCCc1cc(=O)[nH]c(SCC(=O)c2cc(C)n(CC3CCCO3)c2C)n1 (stereo not drawn) | 4 | 6 | 1.8 | 6 | 8 | -7 | -0.1 | 2
CCOC(=O)c1cc(-c2ccccc2)nn1CC1CC(c2ccc(OC)cc2)=NO1 (stereo not drawn) | 12 | 1 | -3.7 | 11 | -5 | -5 | 0.0 | 5
COCCCn1c(SCC(=O)Nc2oc(C)c3c(C)n[nH]c(=O)c23)nc2ccccc2c1=O | 5 | -3 | 2.2 | -7 | -2 | 13 | -0.1 | 3
CC(=O)c1ccc(N2CCN(S(=O)(=O)c3ccccc3)CC2)c(F)c1 | 2 | 1 | 2.3 | -1 | -26 | -22 | 0.0 | 0
COc1ccc(-c2n[nH]c3c2CN(C(=O)c2ccc(OC)c(OC)c2)CC3)cc1 | -5 | x | 2.7 | 37 | 2 | 22 | 0.0 | 3
Cc1ccc([C@@H]2CC(=O)[C@@H]3CN(S(=O)(=O)c4ccc(C)cc4)[C@H](c4cccc5ccccc45)C[C@@H]3N2S(=O)(=O)c2ccc(Cl)cc2)cc1 | -7 | 0 | -6.8 | 0 | x | 10 | 0.2 | 2
O=C(Nc1cccs1)Nc1c(F)c(F)c(F)c(F)c1F | 0 | 11 | -2.7 | 33 | 2 | -16 | 0.2 | 2
COc1ccc(S(=O)(=O)NCCc2cn3nc(C)c(C)nc3n2)cc1C | -6 | 10 | -1.6 | 8 | -6 | -1 | 0.0 | 2
CC1(c2cccc(Br)c2)NC(=O)N(CC(=O)Nc2ccc(S(N)(=O)=O)cc2)C1=O (stereo not drawn) | 15 | 4 | 1.3 | 6 | -2 | 10 | 0.0 | 0

Reprinted at random: seven compounds from above.
SMILES | DENV2 CPE rescue | EWS-Fli inh | CFTR F508del cor | PAX8 inh HTS | ARNT-TACC3 inh | INS-1E GSIS act | XiGFP reactiv | ERp5 block
Cc1ccc([C@@H]2CC(=O)[C@@H]3CN(S(=O)(=O)c4ccc(C)cc4)[C@H](c4cccc5ccccc45)C[C@@H]3N2S(=O)(=O)c2ccc(Cl)cc2)cc1 | -7 | 0 | -6.8 | 0 | x | 10 | 0.2 | 2
O=C(NCc1ccccc1)C(C1CC1)n1c(CSCCOc2ccccc2)nc2ccccc21 (stereo not drawn) | -1 | 5 | 3.4 | 17 | x | -12 | 1.3 | -4
CCCc1cc(=O)[nH]c(SCC(=O)c2cc(C)n(CC3CCCO3)c2C)n1 (stereo not drawn) | 4 | 6 | 1.8 | 6 | 8 | -7 | -0.1 | 2
O=C(Nc1cccs1)Nc1c(F)c(F)c(F)c(F)c1F | 0 | 11 | -2.7 | 33 | 2 | -16 | 0.2 | 2
CC1(c2cccc(Br)c2)NC(=O)N(CC(=O)Nc2ccc(S(N)(=O)=O)cc2)C1=O (stereo not drawn) | 15 | 4 | 1.3 | 6 | -2 | 10 | 0.0 | 0
CC(C(=O)NC1C=CS(=O)(=O)C1)N1C(=O)/C(=C\c2ccccc2)SC1=S (stereo not drawn) | -2 | -1 | 2.7 | -6 | 6 | 15 | -0.1 | 0
COCCCn1c(SCC(=O)Nc2oc(C)c3c(C)n[nH]c(=O)c23)nc2ccccc2c1=O | 5 | -3 | 2.2 | -7 | -2 | 13 | -0.1 | 3

Other compounds:
SMILES | DENV2 CPE rescue | EWS-Fli inh | CFTR F508del cor | PAX8 inh HTS | ARNT-TACC3 inh | INS-1E GSIS act | XiGFP reactiv | ERp5 block
C[C@H](CO)N1C[C@H](C)[C@H](CN(C)S(=O)(=O)c2ccccc2)OCc2ccccc2-c2c(n(C)c3ccccc23)C1=O | -2&-2 | -17&-1 | -2.9&2.0 | 3 | x | -4&11 | 0.2&0.3 | 0&12
Cc1ccc(C(=O)N/C(=C\c2ccc(-c3cccc([N+](=O)[O-])c3)o2)C(=O)NCCCN2CCOCC2)cc1 | -8 | 4 | -1.0 | 12 | 12 | -16 | 0.2 | 0
CCCCCCCCCCCCCCCCCCNc1ccn(C2OC(COP(=O)(O)OCC3OC(n4cc(F)c(=O)[nH]c4=O)CC3O)C(O)C2O)c(=O)n1 (stereo not drawn) | -2 | 61* | -1.9 | 18 | -21 | x | 1.1 | -10
O=C(CCNC(=O)c1ccccc1Cl)NCc1ccco1 | 0 | -4 | 2.5 | 1 | x | 8 | 0.1 | -13
CCOC(=O)[C@@H]1[C@H]2COc3cc(OC)ccc3[C@H]2N2C(=O)N(c3ccc(C)cc3)C(=O)[C@]12C | -4 | -3 | 1.0 | -5 | -1 | -14 | -0.1 | 5
C/C=C/c1ccc([C@@H]2[C@H](CO)N[C@H]2CN(CC)C(=O)CN2CCOCC2)cc1 | -2 | -3 | 0.0 | -14 | -8 | 13 | 0.2 | -4
Clc1ccc(-c2ccccc2)nn1 | 5 | 1 | -1.5 | -31 | x | x | 0.1 | 2
CCOC(=O)CCSc1cc(C)c2ccccc2n1 | 3 | 3 | 0.7 | 4 | -9 | 2 | 0.3 | 3
C#CCOc1ccc(C2C3=C(CCCC3=O)N(CC(=O)O)C3=C2C(=O)CCC3)cc1Br | -2 | 11 | 4.7 | 3 | 1 | -16 | 0.0 | 5
C[C@@H]1CN([C@H](C)CO)C(=O)Cc2cc(NC(=O)CCCCCC(=O)Nc3ccccc3N)ccc2O[C@H]1CN(C)S(=O)(=O)c1cn(C)cn1 | -10 | -11 | 0.4 | x | -9 | 12 | -0.7 | 8
C[C@H](CO)N1C[C@H](C)[C@@H](CN(C)C(=O)Cc2ccccc2)OCCCC[C@H](C)Oc2ccc(NC(=O)CCC(F)(F)F)cc2C1=O | -4 | 0 | 1.0 | -7 | 3 | -9 | 0.0 | x
CCC(=O)N(C)C[C@H]1Oc2cc(-c3ccccc3F)ccc2S(=O)(=O)N([C@H](C)CO)C[C@@H]1C | -2 | 1 | 2.1 | x | -2 | -10 | -1.1 | 5
C[C@H](CO)N1C[C@H](C)[C@@H](CN(C)C)Oc2c(NS(=O)(=O)c3ccc(F)cc3)cccc2C1=O | -5&-2 | 2&-8 | -1.9&0.8 | 6&6 | -2&-1 | 19&-6 | 0.0&0.0 | -4&0
COCCNC(=O)[C@H]1[C@H](CO)[C@H]2Cn3c(ccc(C4=CCCCC4)c3=O)[C@@H]1N2Cc1cocn1 | -7 | -9 | -2.6 | -2 | 10 | 2 | 0.2 | 3
CN(C)C(=O)[C@H]1[C@H](CO)[C@H]2Cn3c(ccc(-c4ccccc4)c3=O)[C@H]2N1CCC(F)(F)F | -7 | 3 | x | x | -3 | -3 | 0.0 | -5
CCCNC(=O)C[C@H]1CC[C@@H]2[C@H](COC[C@H](O)CN2C(=O)Nc2c(C)noc2C)O1 | -5 | 4 | 0.6 | -6 | 8 | -1 | 0.2 | 0
COc1ccc(NC2CCCN(C(=O)C3=NNC(=O)CC3)C2)cc1 (stereo not drawn) | -5 | 5 | 1.1 | -10 | x | 16 | 0.1 | -6
CCc1cccc(NC(=O)CSC2=NS(=O)(=O)c3ccccc32)c1 | -2 | 0 | -2.8 | 0 | -4 | 7 | -0.1 | 2
Cc1ccc(NC(=O)O/N=C/c2ccc(F)cc2)cc1 | 5 | -73 | -2.1 | 0 | -3 | 4 | -0.1 | 1
Cc1cccc(C(O)C(O)c2cccc(C)n2)n1 (stereo not drawn) | 3 | 8 | 0.1 | 11 | -4 | x | 0.0 | -3

Compound profiles, as listed above:
Clc1ccc(-c2ccccc2)nn1 reads DENV2 CPE rescue = 5; EWS-Fli inh = 1; CFTR F508del cor = -1.5; PAX8 inh HTS = -31; ARNT-TACC3 inh = x; INS-1E GSIS act = x; XiGFP reactiv = 0.1; ERp5 block = 2
CCc1cccc(NC(=O)CSC2=NS(=O)(=O)c3ccccc32)c1 reads DENV2 CPE rescue = -2; EWS-Fli inh = 0; CFTR F508del cor = -2.8; PAX8 inh HTS = 0; ARNT-TACC3 inh = -4; INS-1E GSIS act = 7; XiGFP reactiv = -0.1; ERp5 block = 2

Further records follow:
SMILES | DENV2 CPE rescue | EWS-Fli inh | CFTR F508del cor | PAX8 inh HTS | ARNT-TACC3 inh | INS-1E GSIS act | XiGFP reactiv | ERp5 block
Cc1ccc(CNCC(O)c2ccccc2)s1 (stereo not drawn) | 1 | -5 | 0.8 | -14 | -7 | 14 | 0.1 | 5
CCCn1c(C(O)c2cccc(OC)c2)nc2ccccc21 (stereo not drawn) | -4 | 3 | -4.1 | -14 | 6 | 4 | 0.1 | 1
COc1ccc(Nc2nc(-c3ccccc3F)nc3ccccc23)cc1OC | -4 | -8 | -2.5 | 15 | 2 | 1 | 0.0 | 0
Cc1noc(C)c1NC(=O)N(C)C[C@@H]1Oc2c(NS(=O)(=O)c3ccc(Cl)cc3)cccc2C(=O)N([C@@H](C)CO)C[C@H]1C | 4 | -3 | -2.3 | x | -3 | 8 | 0.7 | 13
COC(=O)CCC(=O)c1ccn(S(=O)(=O)c2ccccc2)c1 | -7 | -7 | 3.2 | 10 | x | -1 | 0.1 | 4
C[C@H]1CN([C@@H](C)CO)C(=O)c2cc(NC(=O)CCC(F)(F)F)ccc2O[C@@H]1CN(C)Cc1ccc(Oc2ccccc2)cc1 | 0 | 5 | -2.0 | x | 3 | -12 | 0.5 | 18
C[C@H](CO)N1C[C@H](C)[C@H](CN(C)Cc2ccc(-c3ccccc3)cc2)Oc2ccc(NS(=O)(=O)c3cn(C)cn3)cc2C1=O | -5 | -1 | -0.6 | -16 | -14 | -1 | -0.6 | 0
COCCNC(=O)C[C@@H]1C[C@@H]2c3cc(NC(=O)Nc4ccccc4F)ccc3O[C@@H]2[C@H](CO)O1 | -2 | -9 | 1.4 | -10 | -7 | 6 | -0.1 | x
COc1cc(C(=O)NCc2ccc(-c3nc4ccccc4s3)cc2)cc(OC)c1OC | -1 | -33 | 0.8 | -122 | -4 | x | 0.1 | -3

Screening results from PubChem BioAssay.
